Bioassay records from PubChem BioAssay.
SUMO Mot1 rescue: yeast Mot1-301 growth rescue at high temperature, primary screen, SUMOylation pathway inhibitor project, S. cerevisiae, ATP luminescence, 38.5C. S. cerevisiae Mot1-301 growth rescue; percent above DMSO median, 100 means doubled. growth rescue, % at 18.8 µM. hit rate 1% among 320,000;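 active = every valid replicate shows activation above 250% relative to neutral control wells; inactive = the rest, any valid replicate at or below 250%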;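 note: OY570 slx delta 5 strain wells were the positive control but not used for scaling; some compounds called inactive have numbers as strong as hits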
E coli growth: E. coli V3065 growth inhibition, primary screen, counter-screen for AddAB inhibitor project, absorbance, OD600. AID 449728, 2010. 18 h. inhibition, % at 11.9 µM. hit rate 0.27% among 330,000;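 active = inhibition above the campaign's mean inhibition across all tested compounds plus 3 SD, cut at about 9.9% in these data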;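 note: uninfected addAB+ strain grown without phage in ampicillin broth; 0% = DMSO wells and 100% = ciprofloxacin 0.95 µg/ml wells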
PfHsp90 set2: growth inhibition of PfHsp90-expressing yeast, primary screen, antimalarial PfHsp90 inhibitor project, S. cerevisiae, BacTiter-Glo luminescence, single point, set 2. inhibition, % at 9.4 µM. AID 504621, 2011. BacTiter-Glo ATP, 48 h; yeast lacking PDR1 and PDR3 efflux regulators. hit rate 0.32% among 310,000;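 active = every replicate shows inhibition above about 80%, whatever the replicate mean, limit read from the data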;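 note: 0% = DMSO neutral controls and 100% = 20 µM radicicol positive controls; yeast relying on Plasmodium falciparum Hsp90 in place of its own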
AddAB inh: growth inhibition of E. coli expressing H. pylori AddAB, primary screen, AddAB inhibitor project, absorbance; hit rate 0.29% among 330,000; AID 435030, 2010; inhibition, % at 11.9 µM; in the data active = inhibition above about 12%;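 note: 0% = vehicle wells of infected cells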
phage Ecoli inh: growth loss of phage-infected E. coli, primary screen, RecBCD inhibitor project, absorbance, with phage, HTS. inhibition, % at 11.9 µM. hit rate 0.26% among 360,000; in the data active = inhibition above about 11%
Tat export inh: E. coli Tat export inhibitors, primary screen, MC4100, TorA-mCherry reporter, fluorescence, single point; inhibition, % at 10 µM; hit rate 0.036% among 340,000; AID 488895, 2010;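 active = mean replicate inhibition at least 50% and at least half of replicates individually reaching 50%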;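 note: exported cargo escapes ClpAP degradation while cytoplasmic cargo is degraded and loses fluorescence; 0% = median of neutral control wells and 100% = median of NaSCN control wells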
Starred values were filed as active, the others as inactive; · = no result given. Only part of the results is shown (hit frequency here may not be typical).

[1] O=C1c2ccccc2C(=O)N1CCCc1nc2ccccc2c(=O)n1-c1cccnc1
[2] Cc1ccc(NC(=S)NC(=O)c2cncc(Br)c2)c(C)c1
[3] CCCc1nnc(NC(=O)c2cccnc2)s1
[4] Cc1cc2cc3c(=O)[nH]c(=O)[nH]c3nc2cc1C
[5] Cc1nn2c(-c3cccc(NC(=O)CN4CCOCC4)c3)nnc2c2ccccc12
[6] NC1=NC(c2ccccc2)N=C(Nc2ccccc2)N1 (stereo not drawn)

screen / no.,1,2,3,4,5,6
SUMO Mot1 rescue,2,4,0,5,1,0
E coli growth,-1.1,-0.6,-0.3,-1.5,-0.4,0.9
PfHsp90 set2,·,·,·,·,·,·
AddAB inh,2.4,0.1,1.4,1.4,3.0,1.5
phage Ecoli inh,-1.1,3.0,2.7,-0.2,2.7,1.6
Tat export inh,·,·,·,·,·,·

[7] COc1ccc(/C=N/n2c(-c3cc(C)[nH]n3)n[nH]c2=S)cc1OC
[8] COC(=O)c1c(C)noc1-c1snnc1C
[9] O=C1CC(c2ccccc2Cl)Cc2c1cnn2-c1nc2ccccc2s1 (stereo not drawn)
[10] Cc1cc(C2(c3cc(C)c(NC(=O)CN4CCOCC4)c(C)c3)CCCCC2)cc(C)c1NC(=O)CN1CCOCC1
[11] CC(C)CC(=O)Nc1cccc(C(C)O)c1 (stereo not drawn)
[12] O=C(NCc1ccccn1)c1cc(-c2ccc(Cl)cc2)oc1C(F)(F)F

screen / no.,7,8,9,10,11,12
SUMO Mot1 rescue,-10,16,367,-20,9,6
E coli growth,-1.1,-1.2,-0.7,0.9,-0.5,-0.7
PfHsp90 set2,·,·,·,·,·,·
AddAB inh,-0.4,-0.7,3.7,-2.6,1.9,1.6
phage Ecoli inh,1.0,0.8,0.8,2.4,3.5,0.1
Tat export inh,·,·,·,·,·,·

[13] CSc1nc(SCC(=O)NCC2CCCO2)c2c3c(sc2n1)CN(C)CC3 (stereo not drawn)
[14] COc1ccc(NC(=O)Nc2ccc3[nH]ccc3c2)cc1
[15] CC(C)N(C(=O)c1ccc(-c2ccccc2F)cc1)C(C)C
[16] CCCCN(CCCC)C(=O)c1sc2nc(N3CCOCC3)c3c(c2c1N)CCCC3
[17] N#Cc1c(/N=C/c2cccnc2)sc2c1CCCC2
[18] COC(=O)/C(C#N)=C/c1c(Oc2cc(C)cc(C)c2)nc2ccccn2c1=O

screen / no.,13,14,15,16,17,18
SUMO Mot1 rescue,37,-6,-4,17,17,-2
E coli growth,-1.3,1.3,0.6,-0.3,-1.3,1.8
PfHsp90 set2,·,·,·,·,·,·
AddAB inh,0.3,1.4,2.7,1.0,6.4,3.7
phage Ecoli inh,1.2,0.0,2.0,2.4,2.8,1.6
Tat export inh,·,·,·,·,·,·

[19] O=S(=O)(c1cccc2ccccc12)n1nnc2ccccc21
[20] CC(=O)c1c(C)[nH]c(=S)c(C#N)c1-c1ccc(Cl)cc1
[21] Cc1ccc(C)c(NC(=O)CSc2nnc(-c3ccncc3)o2)c1
[22] C/C(=N\N=C(/C)c1cccc(N)c1)c1cccc(N)c1
[23] COc1ccc(C(C)=O)cc1CSc1nnc(SCc2cc(C(C)=O)ccc2OC)s1
[24] CCn1c(NC(=O)C(C)C)c(-c2ccccc2)c(=O)c2ccccc21

screen / no.,19,20,21,22,23,24
SUMO Mot1 rescue,6,1,6,-1,-2,-7
E coli growth,-1.1,-1.1,-2.5,-0.7,-0.1,0.7
PfHsp90 set2,·,·,·,·,·,·
AddAB inh,2.0,-2.8,-1.1,-1.4,0.7,0.3
phage Ecoli inh,3.0,2.4,0.5,2.7,1.0,1.3
Tat export inh,·,·,·,·,·,·

[25] CC(=O)c1ccc(Sc2ccccn2)c([N+](=O)[O-])c1
[26] CN1C(=O)/C(=C/c2cn(CC(=O)NCc3ccco3)c3ccccc23)NC1=S
[27] Cc1ccccc1CSc1nnc(CCCCCNC(=O)OC(C)(C)C)o1
[28] CC(=O)/C(C#N)=C1\NC(=O)C(Cc2ccccc2C)S1 (stereo not drawn)
[29] CC(=O)c1ccc2c(c1)OCCOCCOCCOCCOCCO2
[30] N#Cc1ccc(-c2csc(-c3ccno3)n2)cc1

screen / no.,25,26,27,28,29,30
SUMO Mot1 rescue,-16,-11,260,-4,104,6
E coli growth,-1.3,-2.0,0.0,2.9,-1.9,-0.2
PfHsp90 set2,·,·,·,·,·,·
AddAB inh,0.2,-0.9,0.0,2.4,-0.2,4.2
phage Ecoli inh,-0.2,1.8,-0.4,2.7,-2.5,1.8
Tat export inh,·,·,·,·,·,·

[31] C/C(=N\NC(=O)CNC(=O)C(c1ccccc1)c1ccccc1)c1ccc(C)cc1
[32] NNC(=O)CCc1nc2ccccc2[nH]1
[33] CC(NC(=O)/C(C#N)=C/c1ccc(Cl)c([N+](=O)[O-])c1)c1ccccc1 (stereo not drawn)
[34] CCOc1ccc(NC(=O)CSc2nc3nc4c(cc3c(=O)n2CC)COC(C)(C)C4)cc1
[35] COc1cc(C2=Nc3ccc(Br)cc3C(c3ccccc3)N2CC(=O)NN)cc(OC)c1OC (stereo not drawn)
[36] C=CCON1C(=O)C(=O)N(OCC=C)[C@H]2CCCC[C@H]21

screen / no.,31,32,33,34,35,36
SUMO Mot1 rescue,-2,35,-22,-6,-11,-6
E coli growth,0.0,-2.0,0.6,0.2,-2.0,-1.4
PfHsp90 set2,·,·,·,·,·,·
AddAB inh,-2.0,2.6,0.7,2.1,1.3,1.3
phage Ecoli inh,1.9,4.1,1.7,3.7,1.2,-3.1
Tat export inh,·,·,·,·,·,·

Continued; the last 2 above are carried over.
[35] COc1cc(C2=Nc3ccc(Br)cc3C(c3ccccc3)N2CC(=O)NN)cc(OC)c1OC (stereo not drawn)
[36] C=CCON1C(=O)C(=O)N(OCC=C)[C@H]2CCCC[C@H]21
[37] CC12CCC(C(=O)N(CC(O)CN3CCN(Cc4ccccc4)CC3)C1=O)C2(C)C (stereo not drawn)
[38] NS(=O)(=O)c1ccc(NC(=O)Nc2ccc(S(N)(=O)=O)cc2)cc1
[39] O=C(Nc1cccc2ccccc12)N1N=CCC1c1ccccc1 (stereo not drawn)
[40] CCOC(=O)C1CCCN(c2cc(NCCCO)c([N+](=O)[O-])c3nonc23)C1 (stereo not drawn)
[41] Fc1ccc(Oc2ccnc(Cl)n2)c(Cl)c1
[42] Cc1ccc2cc(/C=C/C(=O)c3ccco3)c(Cl)nc2c1

screen / no.,35,36,37,38,39,40,41,42
SUMO Mot1 rescue,-11,-6,-7,-10,0,3,-1,-6
E coli growth,-2.0,-1.4,-4.0,-0.7,-2.1,-1.9,1.3,2.3
PfHsp90 set2,·,·,·,·,·,·,·,·
AddAB inh,1.3,1.3,0.2,7.7,2.5,3.9,2.3,1.8
phage Ecoli inh,1.2,-3.1,3.0,4.1,1.1,4.5,2.2,-1.9
Tat export inh,·,·,·,·,·,·,·,·

[43] CC1CCCC(NC(=O)CSc2n[nH]c(=O)n2Cc2ccccc2)C1C (stereo not drawn)
[44] CC(=O)Nc1ccc(S(=O)(=O)Nc2nc3ccccc3nc2-n2ccc(=NC(=O)c3ccccc3)cc2)cc1
[45] NS(=O)(=O)c1ccc(NC(=O)c2ccc(S(=O)(=O)N3CCOCC3)o2)cc1
[46] COc1ccc2ccccc2c1/C=N\NC(=O)c1cccnc1
[47] O=C(Cc1ccccc1)c1c[nH]c(C(=O)NCCCn2ccnc2)c1
[48] O=C(N/N=C/c1ccc(O)cc1O)C1CC1

screen / no.,43,44,45,46,47,48
SUMO Mot1 rescue,17,0,-7,-1,6,-5
E coli growth,2.2,-2.2,-0.7,2.3,2.3,-1.0
PfHsp90 set2,·,·,·,·,·,·
AddAB inh,-1.4,0.1,0.9,3.4,4.5,0.4
phage Ecoli inh,1.0,-0.1,3.5,3.5,4.1,3.1
Tat export inh,·,·,·,·,·,·

4 entries from above, ordered by the number in SUMO Mot1 rescue, ascending:
no. | Structure | SUMO Mot1 rescue | phage Ecoli inh | Tat export inh
45 | NS(=O)(=O)c1ccc(NC(=O)c2ccc(S(=O)(=O)N3CCOCC3)o2)cc1 | -7 | 3.5 | ·
48 | O=C(N/N=C/c1ccc(O)cc1O)C1CC1 | -5 | 3.1 | ·
47 | O=C(Cc1ccccc1)c1c[nH]c(C(=O)NCCCn2ccnc2)c1 | 6 | 4.1 | ·
43 | CC1CCCC(NC(=O)CSc2n[nH]c(=O)n2Cc2ccccc2)C1C (stereo not drawn) | 17 | 1.0 | ·

The list continues:
[49] NNC(=O)c1cc(-c2ccc(N)cc2)nc2ccc(Br)cc12
[50] COc1ccc(CN(C(=O)c2cccc(OC)c2)C2CCS(=O)(=O)C2)cc1 (stereo not drawn)
[51] COC(=O)c1ccc(C23CC4(C2)[C@H](CN(Cc2ccc(C(F)(F)F)cc2)[C@@H]4c2ccccc2)C3c2ccc(Cl)nc2)cc1 (stereo partly drawn)
[52] CCOC(=O)C1=NN(C(C)=O)C2C(=O)N(CC)C(=O)C12 (stereo not drawn)
[53] CCOP(=O)(OCC)C(NC(=O)Nc1ccc(C)cc1)C(N)=O (stereo not drawn)
[54] O=c1c2ccccc2nnn1CSc1nc2cc(Cl)ccc2c(=O)n1Cc1ccco1

screen / no.,49,50,51,52,53,54
SUMO Mot1 rescue,-8,9,-14,9,5,765
E coli growth,-0.7,-1.7,-2.7,-3.6,0.4,1.9
PfHsp90 set2,·,·,·,·,·,·
AddAB inh,3.2,0.6,-2.1,-1.1,1.9,-0.2
phage Ecoli inh,2.5,2.5,3.3,1.6,2.2,3.4
Tat export inh,·,·,·,·,·,·

[55] CCn1cc(C(=O)N2CCc3ccccc3C2)c(=O)c2cc(S(=O)(=O)N3CCCCC3)ccc21
[56] Cc1ccc(S(=O)(=O)n2cccc2C)cc1
[57] Cc1[nH]c2ccccc2c1C(=O)CSc1nc2ccccc2c(=O)n1-c1ccccc1F
[58] CCOc1cc(N2CCOCC2)c(OCC)cc1NC(=O)c1cnccn1
[59] CCOc1cc(/C=N/Nc2cccc(C(=O)O)c2)ccc1OCC(=O)N1CCCCC1
[60] O=Cc1c(Cl)[nH]c(=O)n1-c1ccccc1

screen / no.,55,56,57,58,59,60
SUMO Mot1 rescue,8,688*,3,-5,·,·
E coli growth,0.6,1.8,-0.9,0.1,·,·
PfHsp90 set2,·,·,·,·,10,28
AddAB inh,0.9,0.7,-2.8,-1.2,·,·
phage Ecoli inh,4.0,0.3,1.4,3.0,4.1,4.0
Tat export inh,·,·,·,·,-5,-3

[61] COc1cc(/C=C2\SC(=O)N(CC(=O)Nc3cccc(C)c3)C2=O)cc([N+](=O)[O-])c1O
[62] CC(=O)c1cnc(-c2ccccc2)s1
[63] O=c1c2ccccc2sn1-c1nccs1
[64] O=C(/C=C/c1cccc([N+](=O)[O-])c1)n1cnc2ccccc21
[65] O=C(NNC(=O)C1CCCN(S(=O)(=O)c2ccc3ccccc3c2)C1)C1CC1 (stereo not drawn)
[66] Cc1coc(=N)n1CC(=O)c1ccc(Cl)cc1
[67] O=S(=O)(Nc1cc(Sc2ncn[nH]2)c(O)c2ccccc12)c1ccccc1
[68] Cc1c(Cc2ccccc2)c(=O)oc2c(O)c(O)ccc12

screen / no.,61,62,63,64,65,66,67,68
SUMO Mot1 rescue,·,·,·,·,·,·,·,·
E coli growth,·,·,·,·,·,·,·,·
PfHsp90 set2,-57,15,35,14,16,7,0,-2
AddAB inh,·,·,·,·,·,·,·,·
phage Ecoli inh,3.5,-0.8,2.9,2.2,5.2,5.0,11*,5.5
Tat export inh,-13,2,-17,-1,-3,3,-5,-4
